Epigenetic reg: regulators of epigenetic silencing causing reporter derepression in mouse cells. Potency, µM (titrated, usually from 53.9 µM), for inactives: at the highest dose GFP activation, actives largely listed as activators. actives 0.2% (n = 280,000). murine LDR cells, GFP reporter derepression, 30 h. AID 1865; active = well fitted activation curve with a large enough effect; inconclusive = small, poorly fitted or top-dose-only effect; also: % of control where 0% means no effect; nearly all actives have a fitted effect of over 60% in size
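Murine LDR cells carrying a silenced, genomically integrated CMV-driven GFP reporter were exposed to compound for 30 hours at 37 C. After PBS washes, GFP-positive cells (20–120 um objects) were counted by laser-scanning microplate cytometry.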
LMNA splice mod: changes lamin A minigene splicing in HeLa cells; HeLa LMNA splicing GFP/RFP minigene ratio, 48 h; Potency, µM (titrated, usually from 46.1 µM), for the others: at the top dose ratio change, negative = inhibition, actives largely listed as inhibitors; actives 0.01% (n = 200,000); active = well fitted inhibition curve with a large enough effect in the signal ratio, with a control signal flat, not every such curve was filed as active; inconclusive = small, poorly fitted or top-dose-only effect, or effect the other way, or a change in a side signal; the % refers to the signal ratio; also: % is scaled to controls: 0 for no effect and ±100 for the full control effect
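Read-out is the ratio of GFP to DsRed2 object intensity, acquired by 488 nm laser-scanning cytometry on HeLa lamin A-EGFP minigene reporter cells. Compound incubation 48 hrs at 37 °C in Opti-MEM with 2% FBS; DMSO 0.5% final.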
An asterisk follows results filed as active; ? = inconclusive; [ ] = another dose, or the depositor's remark. Potency is read from the fitted curve at half-maximal effect.

Epigenetic reg | LMNA splice mod | canonical_smiles
-1.7% | ? | COc1cccc(NC(=O)CSC2=Nc3ccccc3N=C(c3ccc(F)cc3)C2)c1
10.5% | 1.4%[46 µM] | COc1ccc(C)c2sc(N3CCN(C(=O)c4cccc(F)c4)CC3)nc12
1.6% | -5.4%[46 µM] | CCOC(=O)C(C)Sc1nnc2ccc3ccccc3n12 (stereo unspecified)
10.1% | -5.7%[46 µM] | Cc1ccc2[nH]c3c(=O)n(CC(=O)N(C)c4cc(Cl)ccc4C)ncc3c2c1
1.1% | ? | CCN(c1ccccc1)S(=O)(=O)c1nnc(NC(=O)C(C)Oc2ccccc2)s1 (stereo unspecified)
-1.1% | 5.8%[46 µM] | O=C(c1ccc2c(c1)N(Cc1cccc(Cl)c1)C(=O)c1ccccc1S2(=O)=O)N1CCN(c2cccc(C(F)(F)F)c2)CC1
-3.8% | ? | CCOC(=O)c1cnc(NCc2ccccc2OC)c2ccccc12
-1.1% | ? | Cc1cccc(N2CCN(C(=O)c3ccc4c(c3)N(Cc3cccc(Cl)c3)C(=O)c3ccccc3S4=O)CC2C)c1 (stereo unspecified)
-3.2% | 5.9%[46 µM] | Cc1cccc(NC(=O)CSc2nc3ccc(NC(=O)COc4ccccc4C)cc3s2)c1
-1.5% | -12.9%[46 µM] | O=C(CSc1n[nH]c(-c2ccccc2)n1)N1CCN(c2ccc(F)cc2)CC1
-1.3% | 22.3%[46 µM] | COc1cc(-c2ccno2)ccc1S(=O)(=O)N1CCN(c2cc(C)ccc2C)CC1
-1.3% | 12.1%[46 µM] | Cc1ccc(NC(=O)C2CCN(S(=O)(=O)c3cc(-c4noc(C)n4)ccc3C)CC2)c(C)c1
6.2% | -23.0%[46 µM] | CCOC(=O)c1ccc(CN(Cc2ccc(F)cc2)S(=O)(=O)c2cc(C(=O)Nc3cccc(C(F)(F)F)c3)ccc2F)cc1
-1.2% | -6.0%[46 µM] | CCCn1cc(S(=O)(=O)c2ccc(C)cc2)c(=O)c2cc(F)c(N3CCCC3)cc21
-0.6% | ? | COc1ccc(Nc2cc(C(=O)NCCCN(C)Cc3ccccc3)c3ccccc3n2)cc1
-0.4% | 2.9%[46 µM] | Cc1cc(NC(=O)N2CCC(CN3CCCCCC3)CC2)ccc1Br
0.0% | ? | Cc1nn(-c2ccc(N3CCOCC3)nn2)c(C)c1CCC(=O)NCc1ccccc1
8.1% | -8.7%[46 µM] | Cc1cccc(OCCSc2nc3ccc(NC(=O)COc4ccccc4)cc3s2)c1
-1.1% | 3.4%[46 µM] | Cc1cc2c(cc1NS(=O)(=O)c1ccc(F)cc1)n(C)c(=O)c(=O)n2C
0.0% | -13.3%[46 µM] | Cc1ccc2[nH]c3c(=O)n(CC(=O)N(CCN(C)C)Cc4ccccc4)ncc3c2c1

For convenience, part of the list above.
Epigenetic reg | LMNA splice mod | canonical_smiles
-0.4% | 2.9%[46 µM] | Cc1cc(NC(=O)N2CCC(CN3CCCCCC3)CC2)ccc1Br
0.0% | ? | Cc1nn(-c2ccc(N3CCOCC3)nn2)c(C)c1CCC(=O)NCc1ccccc1

Other entries
Epigenetic reg | LMNA splice mod | canonical_smiles
0.8% | -3.6%[46 µM] | CCOC(=O)c1ccccc1NC(=O)N1CC(C)Oc2ccc(C)cc21 (stereo unspecified)
0.0% | 2.2%[46 µM] | CSc1ccc(CCNC(=O)c2cc(C)nc3c2c(C)nn3-c2cccc(F)c2)cc1
? | 7.8%[46 µM] | Cc1ccc(NC(=O)Cn2cc(C(=O)c3ccco3)c3ccccc32)cc1
3.7% | 2.6%[46 µM] | CCOC(=O)c1[nH]c(C)c(CCC(=O)NCc2ccc(N(C)C)cc2)c1C
-0.5% | -10.4%[46 µM] | CN(C)c1ccc(C(CNS(=O)(=O)c2ccccc2)N2CCc3ccccc32)cc1 (stereo unspecified)
-1.6% | -1.9%[46 µM] | COc1ccc(CCNCc2ccc3c(c2)n(C)c(=O)n3C)cc1OC
-1.7% | -8.5%[46 µM] | CCNC(=O)c1ccc2nc(Cc3ccccc3)oc2c1
0.0% | 9.6%[46 µM] | CCOc1ccccc1C(=O)Nc1cccc(-c2nc3ccccc3s2)c1
0.0% | ? | O=C(NC1CCCCC1)c1ccc(Cn2c(SCc3ccccc3F)nc3cccnc32)cc1
0.2% | ? | O=C(CCSCc1ccccc1F)N1CCN(c2ccc(Cl)cc2)CC1
0.0% | -7.4%[46 µM] | COc1cc(NC(=O)Cn2nc(-c3ccc(C)c(C)c3)ccc2=O)cc(OC)c1
-1.1% | ? | CCc1ccc(NC(=O)CN2C(=O)c3ccccc3Sc3ccc(C(=O)N4CCCC4)cc32)cc1
1.0% | 14.5%[46 µM] | CCOc1ccc(-c2nc(CNC(=O)NC3CCCCC3)c(C)o2)cc1
-1.1% | ? | CCCCOc1ccc(OC(=O)c2sc3ncn(Cc4cccc(F)c4)c(=O)c3c2C)cc1
1.1% | -4.9%[46 µM] | Cc1cc(=O)n(CC(=O)NCCC(C)C)c2c1c(C)nn2C
0.0% | -16.0%[46 µM] | COc1ccc(NC(=O)CSc2cc(-c3ccccc3)nc(C)n2)cc1
1.3% | ? | Cc1ccc(NC(=O)c2ccc(=O)n(CC(=O)Nc3cc(C)cc(C)c3)n2)cc1
2.7% | -11.9%[46 µM] | CCOC(=O)c1c(C)[nH]c(CCC(=O)NCc2cccc(C)c2)c1C
0.0% | 20.8%[46 µM] | Cn1nc(C(=O)NCc2ccc(Cl)cc2)c2c1-c1ccccc1S(=O)(=O)C2
9.6% | 1.7%[46 µM] | CCc1nc(SCc2cc(=O)c3cc(F)ccc3[nH]2)n[nH]1

Full records, quoted from the list. Screens in order: Epigenetic reg	LMNA splice mod
Record of `CCOC(=O)C(C)Sc1nnc2ccc3ccccc3n12` (stereo unspecified) = 1.6%	-5.4%[46 µM]
Record of `Cc1ccc(NC(=O)Cn2cc(C(=O)c3ccco3)c3ccccc32)cc1` = ?	7.8%[46 µM]
Record of `COc1ccc(Nc2cc(C(=O)NCCCN(C)Cc3ccccc3)c3ccccc3n2)cc1` = -0.6%	?
Record of `Cn1nc(C(=O)NCc2ccc(Cl)cc2)c2c1-c1ccccc1S(=O)(=O)C2` = 0.0%	20.8%[46 µM]
Record of `CSc1ccc(CCNC(=O)c2cc(C)nc3c2c(C)nn3-c2cccc(F)c2)cc1` = 0.0%	2.2%[46 µM]

Next compounds follow.
Epigenetic reg | LMNA splice mod | canonical_smiles
-0.7% | ? | CN(C)S(=O)(=O)Nc1ccc(-c2cn3ccsc3n2)cc1
-1.7% | -4.9%[46 µM] | O=C(NCCc1csc(-c2ccc(F)cc2)n1)c1c(F)cccc1Cl
-1.3% | -5.0%[46 µM] | COc1cn(CC(=O)Nc2ccc(C)cc2)c(CN2CCCCC2)cc1=O
-1.7% | -4.7%[46 µM] | O=S(=O)(NCCS(=O)(=O)N1CCN(c2ccccc2)CC1)c1ccc(Cl)cc1
0.0% | ? | CN(C)c1ccc(NC(=O)CN2CCN(CC(=O)Nc3ccc(Br)cc3)CC2)cc1
1.5% | 19.2%[46 µM] | O=S1(=O)c2ccccc2N(Cc2cccc(F)c2)c2ccccc21
0.0% | -20.5%[46 µM] | COc1cccc(N2CCN(C(=O)c3cc4c(=O)n(Cc5ccccc5)ccc4nc3C)CC2)c1
-2.5% | ? | Cn1cnc(S(=O)(=O)N2CCC(C(=O)N3CCN(c4ccccc4F)CC3)CC2)c1
0.0% | -3.6%[46 µM] | CCCCn1c(SCC(=O)c2ccccc2)nc2c(sc3ccccc32)c1=O
-3.2% | 7.8%[46 µM] | Cc1ccc(NC(=O)c2nc(S(C)(=O)=O)ncc2N(Cc2ccccc2)Cc2ccco2)c(C)c1
-1.1% | 20.5%[46 µM] | CCCN(C(=O)c1cn(C)c(=O)c2cc(OC)c(OC)cc12)c1ccc(CC)cc1
-2.4% | 25.2%[46 µM] | O=C(Nc1ccc2nc(SCC(=O)N3CCCC3)sc2c1)c1ccccc1
-0.2% | ? | CCC(=O)N1CCc2cc(CNC(=O)Cc3ccc(OC)c(OC)c3)ccc21
9.3% | ? | COc1ccc2nc(N3CCN(C(=O)C4CC4)CC3)sc2c1
1.5% | -5.6%[46 µM] | Cc1cc(=O)n(Cc2c(F)cccc2Cl)c2c1c(C)nn2-c1cccc(F)c1
2.6% | ? | Cc1ccc(-n2ncc3c(N4CCC(Cc5ccccc5)CC4)ncnc32)cc1
5.7% | 14.6%[46 µM] | COc1ccc(N2CC(NC(=O)COc3ccccc3F)CC2=O)cc1OC (stereo unspecified)
-3.4% | -4.0%[46 µM] | CCOC(=O)c1c(C)[nH]c(CCC(=O)NCc2ccc(OC)c(OC)c2)c1C
0.6% | -0.3%[46 µM] | O=C(CSc1nc2ccccc2nc1Cc1ccccc1)N1CCCCC1
-0.2% | ? | COc1ccc(S(=O)(=O)NCC(c2ccco2)S(=O)(=O)c2cccs2)cc1OC (stereo unspecified)
0.0% | 6.0%[46 µM] | Cc1cccc(NC(=O)c2cnc3sc(N4CCCC4)nn3c2=O)c1C
-0.9% | 7.8%[46 µM] | CCOc1ccc(NC(=O)C2CCN(S(=O)(=O)c3c(C)noc3/C=C/c3c(C)cc(C)cc3C)CC2)cc1
0.0% | ? | CC(=O)c1cccc(NC(=O)N2CCC(CN3CCCCC3)CC2)c1
4.1% | ? | CC(C)Cc1nn2c(=O)cc(COC(=O)c3cccc(NS(C)(=O)=O)c3)nc2s1
2.5% | 21.6%[46 µM] | O=S(=O)(Nc1ccc(-c2ccc(N3CCCC3)nn2)cc1)c1ccc(Br)cc1
-1.2% | ? | CCCn1c2ccccc2c2cnn(CC(=O)N(C)c3ccccc3CC)c(=O)c21
0.0% | -10.9%[46 µM] | CCN(c1ccc(OC)cc1)S(=O)(=O)c1nnc(NC(=O)c2ccccc2C)s1
-1.2% | 8.0%[46 µM] | COC(=O)c1c(NC(C)=O)c2c3c(sc2n1Cc1cc(C)ccc1C)CCCC3
0.0% | -0.2%[46 µM] | COc1ccc(-c2cn3c(n2)sc2cc(C(=O)Nc4c(C)cccc4C)ccc23)cc1
8.9% | ? | Cc1cccn2c(=O)cc(COc3cccc(NC(=O)c4cccc(Cl)c4)c3)nc12
-1.0% | -20.4%[46 µM] | COc1ccccc1CN1C(=O)CN(C2CCCCCC2)C(=O)C1c1ccc(C)cc1 (stereo unspecified)
-1.1% | 1.6%[46 µM] | COc1ccc(NC(=O)CSc2nnc(-c3ccc(C)cc3)o2)cc1
-1.3% | 20.4%[46 µM] | COc1ccccc1NC(=O)COC(=O)CC(C)(C)CC1=NS(=O)(=O)c2ccccc2N1
-1.3% | ? | CC(=O)c1ccc(NC(=O)CN2C(=O)CN(C)C(=O)c3ccccc32)cc1
0.2% | ? | Fc1ccc(-c2noc3ncnc(N4CCCCC4)c23)cc1
-2.2% | 22.3%[46 µM] | C#CCn1c(=NC(=O)c2ccc3c(c2)OCCO3)sc2cc(OC)c(OC)cc21
-1.3% | 2.3%[46 µM] | Cc1ccc(CNC(=O)C2CCCN(c3ncnc4onc(-c5ccc(F)cc5)c34)C2)cc1 (stereo unspecified)
-1.2% | -17.0%[46 µM] | O=C(Nc1ccc(Br)cc1)N1CCC(CN2CCCC2)CC1
0.0% | 1.6%[46 µM] | CCOC(=O)C(CC)Sc1nnc2[nH]c(=O)cc(C)n12 (stereo unspecified)
-2.7% | -7.2%[46 µM] | O=C(/C=C/c1ccccc1)N1CCN(Cc2cc(=O)n3nc(-c4ccccc4Cl)sc3n2)CC1
-1.5% | -14.4%[46 µM] | COc1cccc(C(=O)N2CCc3c([nH]c4ccccc34)C2c2ccc(SC)cc2)c1 (stereo unspecified)
? | 11.3%[46 µM] | O=C(Nc1ccc2nc(SCC(=O)N3CCCC3)sc2c1)c1cccc(F)c1
-1.3% | -18.7%[46 µM] | CCN1C(=O)N(c2ccc(C(C)=O)cc2)S(=O)(=O)c2ccccc21
-4.5% | ? | COc1ccc(CNC(=O)c2ccc3c(c2)nc2n3CCCCC2)cc1
-0.6% | ? | Cc1ccc(C)c(NC(=O)c2cc(S(=O)(=O)NCCC3=CCCCC3)ccc2F)c1
0.0% | -13.6%[46 µM] | COc1cc(OC)c(NC(=O)c2cc(CN3CCOCC3)on2)cc1Cl
0.8% | 4.3%[46 µM] | COc1ccc(OC)c(CNC(=O)Cc2ccc(NC(=O)N3CCCCc4ccccc43)cc2)c1
-1.3% | ? | O=C(Cn1cc(S(=O)(=O)N2CCCC2)c(S(=O)(=O)N2CCCC2)c1)Nc1cccc(F)c1
1.4% | 6.2%[46 µM] | CCOc1ccc(NC(=O)CN(c2ccc(CC)cc2)S(=O)(=O)c2c(C)noc2C)cc1
0.7% | -17.1%[46 µM] | CC(=O)c1cccc(S(=O)(=O)NCCc2csc3nc(-c4ccc(F)cc4)nn23)c1
-0.4% | 0.2%[46 µM] | CCOC(=O)c1ccc(NC(=O)Cn2cc(S(=O)(=O)Cc3ccccc3F)c3ccccc32)cc1
0.0% | 1.4%[46 µM] | COc1cccc(CNC(=O)Cn2c(=O)cc(C)c3c(C)nn(C)c32)c1OC
-0.5% | ? | COc1ccccc1CNC(=O)CCC1N=C2c3ccccc3N=C(SCC(=O)Nc3ccc(F)cc3)N2C1=O (stereo unspecified)

Some of the compounds tested (hit frequency here may not be typical).
